Assay outcomes (PubChem)
CSN deneddyl inh = inhibitors of CSN-mediated cullin deneddylation, primary screen, biochemical, fluorescence polarization, uHTS. Purified CSN, SCF-Nedd8-OG deneddylation. inhibition, % at 12.5 µM. hit rate 0.38% among 360,000. AID 651999, 2013;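 active = pattern-corrected inhibition above about 35%, with an unprinted fluorescence ratio check between 0.5 and 1.5, limit read from the data, passing the limit was not always enough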;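 also: 0% = enzyme with substrate and 100% = substrate without enzyme; some results filed as inactive read as strong as hits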
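Assay system: HEK293T-derived human Csn5 enzyme; quantity: 0.24 nM enzyme; medium: Tris/NaCl/DTT buffer, pH 7.5; also added: substrate SCFSkp2-Nedd8OG, 10 nM; doses: 12.5 µM compound; schedule: 90 min reaction at room temperature; signal: FP; read-out: % inhibition of substrate cleavage by Csn5; benchmarks: substrate-only high control, full reaction low control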
Scp-1 inhibitor = Scp-1 phosphatase inhibitors, primary screen, biochemical, colorimetric, uHTS | Recombinant Scp1, phosphopeptide, malachite green phosphate absorbance | inhibition, % at 20 µM | hit rate 0.88% among 340,000 | AID 493091, 2011;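 active = inhibition above about 50% at 20 µM, limit read from the data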;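 also: plate controls were DMSO wells with enzyme for no effect and wells lacking enzyme for full effect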
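Assay system: SCP-1 catalytic fragment, aa 76-261 | Buffer or medium: Tris acetate buffer pH 5.5 with MgCl2 and Tween-20 | Compound: One concentration, 20 µM, with 1.0% DMSO | Also added: Phospho 17-mer peptide substrate | Signal: Absorbance at 630 nm | Incubation: 45 min enzyme reaction at room temperature | Measure: % inhibition of SCP-1 phosphate liberation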
SUMO1 PPI mod = modulators of SUMO1 protein-protein interactions, primary screen, biochemical, uHTS. Small ubiquitin-related modifier 1 (Homo sapiens), P63165. SUMO1 binding to a labelled peptide, TR-FRET, 1 h. inhibition, % at 20 µM. hit rate 0.33% among 360,000. AID 602429, 2012; in the data active = inhibition above about 37%
Target sequence (P63165 whole entry, looked up): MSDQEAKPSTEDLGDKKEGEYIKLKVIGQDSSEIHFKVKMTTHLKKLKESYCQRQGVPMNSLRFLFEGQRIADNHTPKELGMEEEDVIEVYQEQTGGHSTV
TbMetRS inhib = T. brucei MetRS inhibitors, primary screen, biochemical, luminescence | inhibition, % at 11.9 µM | methionyl-tRNA synthetase (Trypanosoma brucei brucei) | purified T. brucei MetRS, ATP depletion, Kinase-Glo luminescence | AID 624268, 2012 | hit rate 0.4% among 360,000;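 active = inhibition above a per-plate cutoff of the control wells' mean inhibition plus 3 SD, cut at about 5.5% in these data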;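 also: 0% = DMSO wells median and 100% = median of wells with control inhibitor compound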
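System: purified T. brucei MetRS enzyme / Detection: Kinase-Glo luciferase luminescence reporting remaining unconsumed ATP / Medium: HEPES buffer with MgCl2, KCl, DTT, spermine, BSA, pyrophosphatase / Replication: singlicate, one well per compound / Evaluation: percent inhibition relative to median high and low control wells / Schedule: 2 h aminoacylation at 25 °C after 15 min preincubation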
LMPTP inh = LMPTP phosphatase inhibitors, primary screen, biochemical, fluorescence intensity, uHTS; Low molecular weight phosphotyrosine protein phosphatase (Homo sapiens), P24666; recombinant LMPTP-A, OMFP fluorogenic substrate; inhibition, % at 20 µM; hit rate 0.22% among 360,000;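 active = compounds that cut the enzyme signal by at least half of the control window in the single-dose screen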;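 also: plate controls were DMSO wells with enzyme plus substrate for no effect and substrate without enzyme for full effect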
Target sequence (P24666 whole entry, looked up): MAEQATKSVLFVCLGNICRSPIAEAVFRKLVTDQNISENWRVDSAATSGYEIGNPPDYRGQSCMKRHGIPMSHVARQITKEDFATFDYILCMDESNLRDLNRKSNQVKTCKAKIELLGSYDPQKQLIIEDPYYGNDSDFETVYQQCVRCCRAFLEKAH
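Test system: LMPTP-A, protein tyrosine phosphatase of low molecular weight; Input: 0.625 nM enzyme; Incubation: 50 min dark incubation at room temperature; Signal: endpoint fluorescence intensity from OMFP dephosphorylation; Read-out basis: % inhibition versus control wells.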
MsrA inhibitor = bovine MsrA enzyme inhibitors, primary screen, biochemical, absorbance, HTS; Methionine sulfoxide reductase A (Bos taurus); purified bovine MsrA, absorbance read-out; inhibition, % at 15.5 µM; hit rate 0.75% among 360,000; AID 651718, 2012; in the data active = inhibition above about 4.5%;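 also: 0% = vehicle wells with enzyme and 100% = reference inhibitor wells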
Rpn11 inh = Rpn11 (PSMD14) deubiquitinase inhibitors, primary screen, biochemical, fluorescence polarization, uHTS; 26S proteasome non-ATPase regulatory subunit 14 (Homo sapiens), O00487; human 26S proteasome, Ub4-pepOG fluorescence polarization; 20S core pre-blocked with epoxomicin; calls only at 20 µM; hit rate 0.59% among 360,000; AID 588493, 2011;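 active = inhibition at 20 µM, scaled to each plate's controls, above about 33%, limit read from the data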
STEP inh = STEP phosphatase inhibitors, primary screen, biochemical, fluorescence intensity, uHTS | inhibition, % at 20 µM | AID 588621, 2011 | recombinant STEP, OMFP fluorogenic substrate | hit rate 0.25% among 360,000;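 active = inhibition at 20 µM, scaled per plate between control wells, above about 37%, limit read from the data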;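 also: 0% = DMSO with enzyme and substrate and 100% = substrate only without enzyme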
Target sequence (P54829 whole entry, looked up): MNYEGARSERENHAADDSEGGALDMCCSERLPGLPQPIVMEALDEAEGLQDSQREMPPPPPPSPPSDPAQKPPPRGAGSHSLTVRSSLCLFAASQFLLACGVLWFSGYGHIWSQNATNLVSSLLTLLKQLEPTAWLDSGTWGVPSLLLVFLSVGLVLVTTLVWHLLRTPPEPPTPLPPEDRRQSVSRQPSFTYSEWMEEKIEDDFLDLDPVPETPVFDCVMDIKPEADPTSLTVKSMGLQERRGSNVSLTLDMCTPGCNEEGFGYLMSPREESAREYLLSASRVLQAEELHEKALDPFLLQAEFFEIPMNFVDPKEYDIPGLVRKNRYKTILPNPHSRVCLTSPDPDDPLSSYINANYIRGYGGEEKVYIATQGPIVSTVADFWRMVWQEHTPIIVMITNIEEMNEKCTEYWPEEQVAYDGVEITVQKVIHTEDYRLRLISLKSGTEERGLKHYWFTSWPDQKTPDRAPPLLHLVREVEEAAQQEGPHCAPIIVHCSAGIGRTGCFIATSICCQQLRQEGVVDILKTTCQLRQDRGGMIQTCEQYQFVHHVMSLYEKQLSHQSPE
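System: STEP phosphatase, cell-free reaction; Buffer or medium: Bis-Tris pH 6.0 buffer with DTT, detergent; Incubation: 20 min at room temperature, dark; Measured by: fluorescence, 480/540 nm.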
DNMT1 block = human DNMT1 methyltransferase inhibitors, primary screen, biochemical, molecular beacon, fluorescence, HinP1I cleavage, uHTS; inhibition (reported as % activation of signal), % at 10 µM; hit rate 0.83% among 360,000; AID 588458, 2011; in the data active = inhibition above about 50%
NadD block = inhibitors of S. aureus NadD, primary screen, biochemical, colorimetric, uHTS. Nicotinate-nucleotide adenylyltransferase NadD (Staphylococcus aureus N315). purified NadD enzyme, colorimetric absorbance read-out. inhibition, % at 20 µM. hit rate 0.78% among 360,000. AID 602399, 2012; in the data active = inhibition above about 26%; also: some compounds past the cut are filed as inactive
* hit, by the source's call; i = inactive; / = no result given; + = active, no number. Outcome played no part in choosing rows; 3.9% or so of the library scored in one or more.

entry	CSN deneddyl inh	SMILES	Scp-1 inhibitor	SUMO1 PPI mod	TbMetRS inhib	LMPTP inh	MsrA inhibitor	Rpn11 inh	STEP inh	DNMT1 block	NadD block
1	1.7	CCOc1ccc(C(C)NC(=O)c2ccccc2OCc2c(C)noc2C)cc1OCC (configuration not stated)	-5.5	2.2	-1.0	-0.4	1.5	i	-1.6	0.5	-6.3
2	5.5	Cc1ccc(/C=C2\SC(=S)N(CCC(=O)NNC(=O)c3ccncc3)C2=O)cc1	-3.8	1.5	-0.8	0.0	-0.2	+	0.5	3.2	12.3
3	4.2	CC1(C)C(c2ccccc2)=NC(c2ccc(F)cc2)N1O (configuration not stated)	-5.6	2.0	-0.1	-1.2	-0.3	i	-1.7	4.2	4.3
4	5.2	COc1cc(Nc2nnc(C)s2)c(Cl)cc1Cl	-10.0	1.9	-0.7	0.4	0.7	i	-1.4	-0.7	-3.5
5	-17.0	CCCCOc1cccc(C(=O)NC(=S)Nc2cccnc2)c1	-5.2	0.5	0.4	-1.6	0.3	i	0.2	-6.6	0.2
6	4.2	COc1cc2c(cc1OC)CN(C(=O)c1ccccc1C(=O)O)CC2	2.5	-57.0	0.8	-4.1	-0.1	i	-4.5	-3.3	0.6
7	3.7	OC(CN1C2=NCCCN2c2ccccc21)c1ccc(Br)cc1 (configuration not stated)	-8.5	-0.4	-0.3	-1.0	1.6	i	2.6	1.2	-9.5
8	5.4	CCOC(=O)c1sc(=NC(=O)CCS(=O)(=O)c2ccccc2)n(C)c1C	5.4	2.7	-0.4	-0.7	0.8	i	1.4	0.6	-1.4
9	-1.2	O=C(/C=C/c1ccc(S(=O)(=O)N2CCOCC2)cc1)NCCc1ccc(C(F)(F)F)cc1	-5.7	-2.9	-0.3	0.5	0.0	i	3.4	-5.8	-0.8
10	0.1	O=C(O)c1nc2ccccc2nc1C(=O)O	4.9	-8.6	-0.1	-0.9	1.7	i	5.8	4.9	1.7
11	-2.6	O=Cc1ccc2c(c1)OCCOCCOCCOCCO2	/	4.5	-0.2	-0.5	1.1	i	-3.5	-7.7	-4.3
12	3.5	Cc1cc(=O)n2nc(N3CCC(C(=O)NCCc4ccccc4)CC3)sc2n1	-2.2	-2.8	0.0	-1.6	0.0	i	-3.1	-0.4	4.4
13	6.4	CCN(Cc1ccccc1)C(=O)Cn1cnc2c1c(=O)n(C)c(=O)n2C	-2.4	-2.6	0.2	-0.2	0.6	i	2.3	-0.4	-5.0
14	8.8	Cc1nc2ccc(NS(=O)(=O)c3ccccc3Cl)cc2s1	-6.5	6.9	0.1	-0.2	0.5	i	-4.6	-1.7	1.1
15	1.4	CCOC(=O)C1=CC[C@]2(C)c3c(c4ccccc4n3C)C(=O)C1N2C	-0.2	-10.7	-0.2	2.0	1.6	i	-1.7	1.5	1.7
16	1.0	CC1(C)CC(=O)C(C2NCCc3ccccc32)=C(O)C1 (configuration not stated)	-5.2	-0.7	0.0	-2.1	0.1	i	-0.3	0.7	9.5

Structural class, the entries above containing an aryl methoxy group (2)
entry	CSN deneddyl inh	SMILES	Scp-1 inhibitor	SUMO1 PPI mod	TbMetRS inhib	LMPTP inh	MsrA inhibitor	Rpn11 inh	STEP inh	DNMT1 block	NadD block
4	5.2	COc1cc(Nc2nnc(C)s2)c(Cl)cc1Cl	-10.0	1.9	-0.7	0.4	0.7	i	-1.4	-0.7	-3.5
6	4.2	COc1cc2c(cc1OC)CN(C(=O)c1ccccc1C(=O)O)CC2	2.5	-57.0	0.8	-4.1	-0.1	i	-4.5	-3.3	0.6

Carrying on:
entry	CSN deneddyl inh	SMILES	Scp-1 inhibitor	SUMO1 PPI mod	TbMetRS inhib	LMPTP inh	MsrA inhibitor	Rpn11 inh	STEP inh	DNMT1 block	NadD block
17	0.1	COc1ccc(NC(=O)C2(C)Cc3c(-c4ccc(NC(C)=O)cc4)ccnc3O2)cn1 (configuration not stated)	/	1.1	0.0	1.1	-0.5	i	-2.8	2.0	3.8
18	-1.0	COc1ccc2c(COC(=O)CNS(=O)(=O)c3ccccc3)cc(=O)oc2c1	-10.4	-7.5	-0.1	-0.4	1.0	i	-2.2	-8.3	1.8
19	-4.8	CC(=O)Nc1ccc(S(=O)(=O)Nc2cccc3[nH]ncc23)cc1	49.5	2.2	-0.3	-0.4	1.1	i	0.4	-2.6	-2.8
20	-2.6	O=C(NC1CCCCCCC1)c1cccnc1	-5.2	2.6	-0.4	-0.2	0.5	i	-1.4	2.3	0.6
21	-0.6	COc1ccc(C(=O)NCc2nnc(SCC(=O)N3CCCC3)o2)cc1	3.8	2.7	0.5	-0.2	0.0	i	1.5	-0.9	-1.4
22	5.3	CCOC(=O)C1(Cc2cccc(Cl)c2)CCCN(C2CCN(C(C)=O)CC2)C1 (configuration not stated)	-6.1	-0.4	-0.1	-1.1	0.6	i	-1.8	0.8	-3.8
23	-0.4	C/C(=N\Nc1cc(C)nc(NCc2ccccc2)n1)c1ccc([N+](=O)[O-])cc1	-10.9	7.1	-0.2	20.8	-1.3	i	6.4	2.1	8.4
24	6.4	Cc1nc2c(=O)[nH]c(=S)n(C)c2nc1C	-2.7	-0.1	0.0	6.0	3.8	i	2.6	0.0	-1.5

Grouped by structure: those above containing sulfur
entry	CSN deneddyl inh	SMILES	Scp-1 inhibitor	SUMO1 PPI mod	TbMetRS inhib	LMPTP inh	MsrA inhibitor	Rpn11 inh	STEP inh	DNMT1 block	NadD block
2	5.5	Cc1ccc(/C=C2\SC(=S)N(CCC(=O)NNC(=O)c3ccncc3)C2=O)cc1	-3.8	1.5	-0.8	0.0	-0.2	+	0.5	3.2	12.3
4	5.2	COc1cc(Nc2nnc(C)s2)c(Cl)cc1Cl	-10.0	1.9	-0.7	0.4	0.7	i	-1.4	-0.7	-3.5
5	-17.0	CCCCOc1cccc(C(=O)NC(=S)Nc2cccnc2)c1	-5.2	0.5	0.4	-1.6	0.3	i	0.2	-6.6	0.2
8	5.4	CCOC(=O)c1sc(=NC(=O)CCS(=O)(=O)c2ccccc2)n(C)c1C	5.4	2.7	-0.4	-0.7	0.8	i	1.4	0.6	-1.4
9	-1.2	O=C(/C=C/c1ccc(S(=O)(=O)N2CCOCC2)cc1)NCCc1ccc(C(F)(F)F)cc1	-5.7	-2.9	-0.3	0.5	0.0	i	3.4	-5.8	-0.8
12	3.5	Cc1cc(=O)n2nc(N3CCC(C(=O)NCCc4ccccc4)CC3)sc2n1	-2.2	-2.8	0.0	-1.6	0.0	i	-3.1	-0.4	4.4
14	8.8	Cc1nc2ccc(NS(=O)(=O)c3ccccc3Cl)cc2s1	-6.5	6.9	0.1	-0.2	0.5	i	-4.6	-1.7	1.1
18	-1.0	COc1ccc2c(COC(=O)CNS(=O)(=O)c3ccccc3)cc(=O)oc2c1	-10.4	-7.5	-0.1	-0.4	1.0	i	-2.2	-8.3	1.8
19	-4.8	CC(=O)Nc1ccc(S(=O)(=O)Nc2cccc3[nH]ncc23)cc1	49.5	2.2	-0.3	-0.4	1.1	i	0.4	-2.6	-2.8
21	-0.6	COc1ccc(C(=O)NCc2nnc(SCC(=O)N3CCCC3)o2)cc1	3.8	2.7	0.5	-0.2	0.0	i	1.5	-0.9	-1.4
24	6.4	Cc1nc2c(=O)[nH]c(=S)n(C)c2nc1C	-2.7	-0.1	0.0	6.0	3.8	i	2.6	0.0	-1.5
